Arr AP2 block: blocks beta-arrestin peptide binding to AP2 adaptin | FITC-arrestin peptide / GST-AP2 beads, flow cytometry; AP2 beta2 appendage carries R879A mutation | inhibition, % at 10 µM | 340,000 tested, 0.31% active;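 active means inhibition above a set limit, near 3 SD of compounds lacking own fluorescence, cut at about 54% in these data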;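 further: plate controls were DMSO wells for no effect and 5 µM unlabelled arrestin peptide for full effect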
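System: GST-tagged AP2 beta2-adaptin appendage (R879A) on 4 µm glutathione beads / Reagent: FITC-arrestin peptide, 50 nM / Detection: HyperCyt-sampled flow cytometry, FL1 channel, ex 488/em 535 nm / Timing: 12 min plus 1 h, RT / Buffer or medium: PBS plus Tween 20 (0.05%) and BSA (0.1%)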
DSG3 Ab inh: human desmoglein-3 autoantibody binding inhibition | P32926 | DSG3-coupled beads, scFv-anti-DSG3-GFP binding, flow cytometry; active compounds read low | binding (percent of control), % at 10 µM | 310,000 tested, 0.48% active;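 active means binding more than 3 SD below its plate's average and above zero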;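 further: hits lower antibody fragment binding to DSG3; some compounds called inactive have numbers as strong as hits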
HTR5A inv ag: counter-screen for OPRM1-OPRD1 inverse agonists: human HTR5A inverse agonism; 340,000 tested, 0.083% active; inhibition, % at 9.3 µM; P47898; HTR5A cell line, luminescence; in the data active means inhibition mostly above about 23%, no sharp cut-off; inactive means mostly below about 18%;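 further: 0% = cells with DMSO and 100% = no-cell wells with DMSO; some compounds called inactive have numbers as strong as hits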
HTR5A ag ctr: counter-screen for OPRM1-OPRD1 agonists: human HTR5A agonism; P47898; HTR5A agonist assay, luminescence, cell-based; activation, % at 9.3 µM; 340,000 tested, 0.61% active; in the data active means activation mostly above about 9.5%, no sharp cut-off; inactive means mostly below about 7.6%;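 further: 0% = cells with vehicle only and 100% = reference agonist; strong numbers were not always called active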
DAGLB inh: blocks human DAGLB lipase activity; Q8NCG7; HEK293T DAGLB membrane lysate, EnzChek fluorogenic substrate; inhibition, % at 5.17 µM; 340,000 tested, 0.059% active; AID 504411; in the data active means inhibition above about 34%;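 further: 0% = enzyme with vehicle and 100% = wells lacking enzyme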
Target sequence (Q8NCG7 whole entry, looked up): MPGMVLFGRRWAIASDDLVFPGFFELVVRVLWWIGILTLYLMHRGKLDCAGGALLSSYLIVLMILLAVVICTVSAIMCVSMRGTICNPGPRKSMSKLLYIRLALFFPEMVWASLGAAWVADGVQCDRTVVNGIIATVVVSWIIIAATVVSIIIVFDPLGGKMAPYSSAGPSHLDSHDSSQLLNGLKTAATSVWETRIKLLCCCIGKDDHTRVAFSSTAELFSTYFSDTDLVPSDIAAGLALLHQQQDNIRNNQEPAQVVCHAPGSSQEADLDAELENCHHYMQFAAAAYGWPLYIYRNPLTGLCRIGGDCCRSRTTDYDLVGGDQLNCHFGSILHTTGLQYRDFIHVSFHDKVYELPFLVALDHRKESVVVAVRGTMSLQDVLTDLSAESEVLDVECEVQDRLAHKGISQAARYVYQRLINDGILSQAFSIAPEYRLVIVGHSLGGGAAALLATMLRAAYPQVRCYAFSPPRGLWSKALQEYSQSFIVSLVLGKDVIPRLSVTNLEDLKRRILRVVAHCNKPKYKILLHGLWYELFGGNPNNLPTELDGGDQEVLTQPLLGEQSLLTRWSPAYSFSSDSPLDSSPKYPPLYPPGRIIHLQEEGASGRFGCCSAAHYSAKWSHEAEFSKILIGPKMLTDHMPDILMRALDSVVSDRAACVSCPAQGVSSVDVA
PKA-R1A act: activators of PKA-R1A complex | activation, % at 11.4 µM | P00514+P68181 | AID 504707 | PKA-R1A dissociation, Cy5-IP20 fluorescence polarization; scaled: DMSO 0%, 113 µM cGMP 100% | 340,000 tested, 0.083% active;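 active means percent activation above the mean of all tested compounds plus 3 SD, cut at about 19% in these data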;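 further: higher means more PKAc released from R1A so a rise in polarization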
OPRM1-OPRD1 ag: agonists of human mu-delta opioid receptor heterodimerization. P35372+P41143. cells, OPRM1-OPRD1 heterodimerization, luminescence. activation, % at 9.3 µM. 340,000 tested, 0.3% active. AID 504326; in the data active means activation above about 18%;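 further: 0% = vehicle-treated cells and 100% = reference agonist; values of inactives mirror those of a sister screen read the other way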
MOR-DOR inv ag: inverse agonists of human mu-delta opioid receptor heterodimerization; P35372+P41143; cell-based MOR-DOR heterodimer luminescence, inverse agonism; inhibition, % at 9.3 µM; 340,000 tested, 0.21% active; AID 504357; in the data active means inhibition above about 22%, passing the limit was not always enough;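 further: 0% = cells with DMSO and 100% = wells without cells with DMSO; values of inactives mirror those of a sister screen read the other way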
PKA-R2B activ: PKA-R2B complex activation; PKA-R2B holoenzyme dissociation, Cy5-IP20 fluorescence polarization; R2B truncated from residue 108, S112A mutant; 0% DMSO only, 100% 113 µM cGMP; activation, % at 11.4 µM; 340,000 tested, 0.079% active; P22694+P31323;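 active means activation above a cutoff set at the mean over all compounds plus 3 SD, cut at about 18% in these data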;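 further: higher means more holoenzyme dissociation and a rise in polarization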
Target sequence (P31323 whole entry, looked up, other chains not shown, the tested form may be a part): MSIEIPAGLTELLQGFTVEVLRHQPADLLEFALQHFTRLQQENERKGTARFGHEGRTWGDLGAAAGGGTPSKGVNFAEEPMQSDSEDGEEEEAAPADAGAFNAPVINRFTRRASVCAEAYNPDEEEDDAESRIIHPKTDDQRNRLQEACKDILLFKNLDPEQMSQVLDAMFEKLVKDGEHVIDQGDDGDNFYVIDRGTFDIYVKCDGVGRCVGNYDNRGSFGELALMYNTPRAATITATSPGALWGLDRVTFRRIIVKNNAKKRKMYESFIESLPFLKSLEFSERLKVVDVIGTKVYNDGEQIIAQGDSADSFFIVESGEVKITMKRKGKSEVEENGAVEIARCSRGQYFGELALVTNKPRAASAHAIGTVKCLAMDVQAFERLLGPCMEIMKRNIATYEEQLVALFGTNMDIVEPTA
V-ATPase pH: alters yeast V-ATPase proton transport; S. cerevisiae, pHLuorin cytosolic pH fluorescence; response, % at 10 µM; 350,000 tested, 0.37% active; AID 504577; in the data active means response mostly above about 7.3%, no sharp cut-off; inactive means mostly below about 5.4%; further: actives read high; inactives centre near 0; some compounds called inactive have numbers as strong as hits; reference of the scale not given here
The depositor's hits bear a star; x = no result given.

Second line of a record: V-ATPase pH, MOR-DOR inv ag, HTR5A inv ag, DAGLB inh, OPRM1-OPRD1 ag, DSG3 Ab inh, PKA-R1A act, Arr AP2 block, PKA-R2B activ, HTR5A ag ctr
1) Cc1ccc(N(C(=O)c2csnn2)C(C(=O)NC2CCCCC2)c2ccco2)cc1 (configuration not stated)
    -7.0, 12.0, -9.6, -2.0, -2.2, 104.9, -5.7, 10.7, -3.3, 3.4
2) CCC(=O)N(C)CCc1cc2c(c(OC)c1/C=N/NS(=O)(=O)c1ccc(C)cc1)OCO2
    -5.2, 10.3, -19.2, 0.8, -2.0, 90.7, 7.4, 43.1, -0.2, -0.6
3) COc1ccc(-c2cn3ccccc3n2)cc1[N+](=O)[O-]
    6.1, 7.2, 4.8, -1.9, -1.4, 81.2, 0.5, 3.0, 0.3, 8.1
4) CCC(=O)n1nc(-c2cccnc2)nc1NCc1cccs1
    0.7, 1.6, 5.2, -0.2, -0.3, 102.9, -2.1, 17.3, -4.3, -1.9
5) O=C(C1CCCC1)N1CCC(CC2CC(c3cccc(Br)c3)=NO2)(C(=O)NCC2CCCCC2)CC1 (configuration not stated)
    4.3, -0.8, -27.9, 1.7, 0.1, 103.2, 1.4, 8.5, -7.0, 10.4
6) CCOC(=O)c1c(N)sc(C(=O)Nc2ccccc2F)c1C
    0.4, 8.2, 11.8, -2.1, -1.5, 96.0, -8.7, -11.6, -9.5, 2.0
7) Cc1nn(C)c(C)c1/C=N/N=C1\CCC2C3CCc4cc(O)ccc4C3CCC12C (configuration not stated)
    1.6, -7.3, -10.3, -3.0, 1.8, x, -4.0, -1.5, 3.2, 4.3
8) COC1Cc2ccccc2N(C(=O)N2CCN(CCO)CC2)c2ccccc21 (configuration not stated)
    0.6, -13.2, -12.4, -2.1, 2.9, 101.7, 2.0, -1.2, -12.3, 13.8*
9) C[C@H](CO)N1C[C@H](C)[C@H](CN(C)S(=O)(=O)c2ccccc2)OCc2cnnn2CCCC1=O
    -2.9, x, x, 1.8, x, x, 4.3, x, -0.8, x
10) Cc1cc(Nc2ccccc2)nc(-c2ccccc2O)n1
    1.6, -10.2, -7.3, -5.9, 2.4, x, 2.2, -2.2, 2.6, 2.9
11) O=C(N/N=C\c1cccs1)c1ccccc1-n1cccc1
    3.1, 11.6, 15.2, -0.8, -2.3, 105.4, -11.8, 46.9, -12.6, -2.4
12) CCN(CC)C(=O)c1sc(NC(=O)Cc2cccs2)c(C#N)c1C
    -1.0, 4.6, 3.0, -1.0, -0.8, 100.1, -6.9, 0.0, 7.6, -1.3
13) CCOC(=O)/C(CCC[N+](C)(CC)CC)=N\O
    5.2, 10.7, -18.6, 2.5, -2.1, 96.0, 3.8, -1.7, -2.8, -3.6
14) O=C(COC(=O)C1CCC1)Nc1ccc(Oc2ccccc2)cc1
    0.7, -2.2, -7.2, -3.5, 0.5, 111.2, -6.2, 3.3, -18.8, -0.6
15) CN(c1ccccc1)S(=O)(=O)c1ccc(C(=O)N2CCN(c3ccccc3Cl)CC2)cc1
    -0.3, -4.7, 0.9, -7.7, 1.2, 99.8, -12.4, -10.4, 6.6, 0.2
16) C/C(CC(=O)Nc1cc(C)ccn1)=N\NC(=O)c1cccc(F)c1
    1.1, 5.5, 17.4, -8.1, -0.9, x, 6.4, -4.5, -0.4, 0.6
17) CCOC(=O)N1CCC(NC(=O)C2CCCN(S(=O)(=O)c3ccc4c(c3)oc(=O)n4C)C2)CC1 (configuration not stated)
    3.3, 2.3, 4.4, 2.4, -0.4, 102.0, 0.8, 9.6, 0.5, 2.7
18) O=C(NCCc1ccccc1)C1CCN(C2CCN(Cc3ccco3)CC2)CC1
    1.8, 4.4, 12.7, -0.4, -0.9, 111.9, -9.5, 10.1, 0.7, -4.9
19) Cc1oc2c(c1C(=O)Nc1cccc(C(=O)O)c1)CCCC2
    3.7, 3.9, 2.7, 2.2, -0.7, 85.9, 8.6, -7.1, 2.5, 1.2
20) Cc1ccc2cc(C#N)c(NCCNC(=O)C3CC3)nc2c1C
    -0.4, 7.3, -1.9, -2.0, -1.4, 126.1, -7.7, -3.8, 0.3, -0.4
21) O=C1NCCCN1Cc1ccc(F)cc1Cl
    4.5, 16.2, -8.1, -0.4, -3.0, 109.0, -11.6, 0.7, 4.5, -2.2
22) Cc1ccc(-c2nn(-c3ccc(F)cc3)cc2C(=O)NCC(c2cccs2)N2CCOCC2)cc1 (configuration not stated)
    0.7, 4.2, 15.4, -3.6, -0.8, 99.0, 1.9, 16.9, -5.6, -5.2
23) Cc1nc(N2CCOCC2)[nH]c(=O)c1C(O)C(Cl)(Cl)Cl (configuration not stated)
    0.5, 5.4, -7.0, -0.3, -1.0, 97.9, 2.0, 48.7, 1.4, 2.6
24) Cc1cc(C)cc(C(=O)N(CCc2ccccc2)C2CC3CCC(C2)N3C)c1 (configuration not stated)
    0.9, -7.7, 1.4, -2.5, 1.7, 99.9, -1.3, -3.9, 2.5, -0.4
25) CCCCn1c(SCC(=O)Nc2cc(C)on2)nc2c1c(=O)n(C)c(=O)n2C
    -0.3, 12.6, -8.1, -2.6, -2.4, 97.9, 9.2, -10.8, 1.7, 2.5
26) O=C(CN1CCOCC1)Nc1ccc([N+](=O)[O-])cc1Br
    3.7, -7.2, 6.2, -7.5, 1.4, 98.0, -6.8, -0.2, -5.4, -1.4
27) Cc1cccc(Nc2nc(-c3ccccc3)cs2)n1
    2.4, -16.5, -4.3, -4.7, 3.0, 103.9, -2.2, 28.6, -5.5, -3.2
28) CC(C)(C)/C=N/NC(=O)CNC(=O)c1ccc2c(c1)OCCO2
    3.8, 3.3, 7.0, 0.0, -0.5, 98.2, -4.1, -6.3, -2.6, 0.4
29) C[C@@H]1CN([C@@H](C)CO)C(=O)c2cccc(NS(=O)(=O)c3ccc(F)cc3)c2O[C@H]1CN(C)C(=O)NC1CCCCC1
    -5.0, 9.5, 0.1, 0.0, -1.7, 99.7, -2.5, 2.9, -4.1, 0.0
30) Cc1cccc(C(=O)NCCN(C)C)c1
    -2.2, 3.3, -2.6, -2.9, -0.6, 106.3, 1.2, 1.0, -8.1, 1.8
31) COc1ccc(CNCC(O)(c2ccccc2)c2ccccc2)cc1
    0.5, -6.5, -7.2, -2.5, 1.4, 100.9, -0.6, -0.5, -4.2, 1.9
32) O=C(NNC1=NCCC1)c1cccc(Br)c1
    7.3, 1.5, -16.6, -0.4, -0.2, x, -8.4, 32.5, 7.8, -1.8
33) Cn1cc(SCC(=O)NC2CCCCC2)c2ccccc21
    -1.3, 12.6, -3.2, -1.6, -2.3, 106.8, 12.9, 2.2, 0.6, 0.6
34) Cc1ccc(C(=O)N/C(=C/c2cccs2)C(=O)NCCc2c[nH]c3ccccc23)cc1
    1.8, 7.6, -24.1, 1.1, -1.4, 95.0, -13.1, 1.2, -9.8, 14.2*
35) CC12CN(C(=O)c3ccccc3)C3(C#N)CC1CCC23C (configuration not stated)
    0.2, 7.7, -14.7, -0.4, -1.9, 95.6, -11.9, -4.1, -3.0, 2.7
36) Cc1cc(C)nc(SC2=CS(=O)(=O)c3ccccc32)n1
    1.2, 10.2, -12.4, 0.0, -1.9, 103.0, -10.8, -5.7, -3.0, -1.8
37) Nc1nc(CSc2nnnn2-c2ccccc2)nc(N2CCCc3ccccc32)n1
    -1.1, -14.9, 5.2, 2.7, 2.8, 99.9, -3.2, -5.5, -1.3, 1.6
38) CCN(CCCNC(=O)Cn1ncc2c([nH]c3ccccc32)c1=O)Cc1ccccc1
    -0.4, 4.3, -9.8, 0.7, -0.8, 105.7, -10.1, -6.1, -2.9, 2.4
39) O=C(O)CC1(CC(=O)NCc2csc(-c3cccs3)n2)CCCCC1
    2.0, 1.8, -20.3, -0.4, -0.3, 108.4, -3.3, 20.8, 5.2, 1.8
40) COc1ccc(N2CCN(c3nc4ccccn4c(=O)c3/C=C(\C#N)S(=O)(=O)c3ccccc3)CC2)cc1
    1.3, 20.8, 1.3, 6.0, -4.2, 103.0, 8.2, 15.5, -10.4, -0.3
41) COc1ccccc1NCC(=O)N/N=C/c1c(O)ccc2ccccc12
    -1.7, -25.2, 7.7, 1.2, 5.6, 105.5, 1.2, 31.4, -2.6, -2.2
42) CCOC(=O)Cc1nnc(Nc2ccc(C(=O)NC)cc2)c2ccccc12
    1.2, 8.2, -5.9, 2.3, -1.6, x, -6.6, -0.5, -21.8, 0.2
43) COc1ccc(NC(=O)c2cc(-c3ccc(OC)c(OC)c3)nc3ccccc23)c(OC)c1
    3.3, -1.1, -7.2, -0.9, 0.1, 99.7, 0.2, 24.2, 3.9, 5.6
44) CCCCC(=O)Nc1cccc(-c2nn3c(C)nnc3s2)c1
    3.2, -3.4, 2.6, -0.2, 0.6, 97.8, 0.7, 1.4, -6.3, -1.6
45) O=C(C1CCC1)N1CCc2cc(S(=O)(=O)NCCCN3CCCCC3)ccc21
    0.6, 13.4, 3.1, -0.8, -2.6, 103.2, -17.1, -17.8, 9.7, -0.6
46) CCS(=O)(=O)NCCCCc1ccccc1
    1.5, 0.5, -8.8, -0.7, -0.1, 96.8, -2.7, -1.1, -9.2, -1.4
47) COc1ccc(NC(=O)c2ccc(S(=O)(=O)N3CCCCC3)cc2)cc1OC
    2.0, 18.0, 21.0, -0.6, -4.7, 80.3, -1.0, -5.4, 1.7, 2.2
48) CCc1ccc(CNC(=O)Cn2nc(-c3ccccc3)ccc2=O)cc1
    x, 0.9, -23.3, 1.9, -0.2, 85.9, 9.2, 11.4, -2.0, 8.5
49) Cc1cccc2c(N=NC(=O)c3ccc(NS(=O)(=O)c4cccs4)cc3)c(O)[nH]c12
    -3.8, 6.3, 1.9, 11.0, -1.6, 98.7, 0.1, -7.6, 8.2, 6.9
50) N#CC1c2ccccc2-c2ccccc2N1C(=O)c1ccccc1 (configuration not stated)
    -2.1, x, x, -9.7, x, 98.3, -2.1, x, 0.0, x
51) CC1CCN(c2c(NCC3CCC(C(=O)N4CCc5ccccc5C4)CC3)c(=O)c2=O)CC1 (configuration not stated)
    0.1, -1.7, 18.2, 2.1, 0.3, 98.0, -2.3, 4.5, 6.4, -6.2
52) COc1ccc(-c2nc(-c3ccncc3)no2)cc1
    2.5, -11.2, -9.0, -4.9, 2.2, 97.0, -6.0, -1.6, 10.4, 2.4
53) CCc1cc2c(-c3ccccc3)cc(=O)oc2cc1OC(=O)c1cccs1
    -0.5, 8.5, 8.0, -3.4, -1.7, 94.8, -3.1, 3.0, 2.0, -3.4
54) CCCc1ccc2oc(C(=O)N3CCN(C4CCS(=O)(=O)C4)CC3)c(C)c2c1 (configuration not stated)
    0.0, 27.1, 5.6, -0.2, -5.2, x, -2.2, -5.2, -6.8, -2.7
55) COC(=O)c1c(NC(=O)COc2ccc(Cl)cc2)sc2c1CC(C)(C)NC2(C)C
    1.5, 2.3, 2.0, -1.9, -0.4, 76.9, -12.6, 25.5, 2.5, -0.9
56) COc1ccc(CN(CC(=O)NCC2CCCO2)C(=O)CNS(=O)(=O)c2ccc(C)cc2)cc1 (configuration not stated)
    1.9, 10.6, -1.1, -1.2, -2.4, 111.5, -3.2, -14.0, -9.5, -1.0
